# Assay outcomes deposited in PubChem BioAssay by Sanford-Burnham Center for Chemical Genomics.
# APJ ag: agonists of human apelin receptor APJ, primary screen, CHO-K1 cells, PathHunter beta-arrestin, luminescence | activation, % at 20 µM | 0% DMSO wells, 100% apelin | AID 2520, 2010 | 330,000 compounds, 0.11% hits;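 active = activation more than six SD over the plate average, tested at 20 µM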;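 also: 0% = DMSO alone and 100% = apelin-13 at 10 nM; some results filed as inactive read as strong as hits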
#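 Assay system: CHO-K1 cells stably expressing ProLink-tagged human APJ and arrestin–beta-gal acceptor. Compound dosing: 20 µM single point, 1% DMSO. Times: 16-18 h seeding, 90 min dark compound exposure, 60 min detection. Detection: beta-gal luminescence. Evaluation: APJ–arrestin association signal. Controls: negative DMSO alone, positive Apelin-13 at 10 nM.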
# ATG4B inhibitor: ATG4B protease inhibitors, primary screen, biochemical, fluorescence, uHTS; inhibition, % at 8.33 µM; 340,000 compounds, 0.51% hits; AID 504462, 2011; ATG4B cleavage of LC3-PLA2, NBD-HPC fluorescence, 1 h; in the data active = inhibition above about 40%
# CXCR6 inh: CXCR6 receptor inhibitors, primary screen, cell-based, beta-arrestin, luminescence, CHO-K1 PathHunter, 1536-well. 360,000 compounds, 0.36% hits. inhibition, % at 20 µM; in the data active = inhibition above about 34%, passing the limit was not always enough;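 also: antagonist mode with CXCL16 agonist at 10 nM final; 0% = 10 nM CXCL16 with DMSO and 100% = unstimulated wells without agonist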
# Target sequence (O00574 whole entry, looked up): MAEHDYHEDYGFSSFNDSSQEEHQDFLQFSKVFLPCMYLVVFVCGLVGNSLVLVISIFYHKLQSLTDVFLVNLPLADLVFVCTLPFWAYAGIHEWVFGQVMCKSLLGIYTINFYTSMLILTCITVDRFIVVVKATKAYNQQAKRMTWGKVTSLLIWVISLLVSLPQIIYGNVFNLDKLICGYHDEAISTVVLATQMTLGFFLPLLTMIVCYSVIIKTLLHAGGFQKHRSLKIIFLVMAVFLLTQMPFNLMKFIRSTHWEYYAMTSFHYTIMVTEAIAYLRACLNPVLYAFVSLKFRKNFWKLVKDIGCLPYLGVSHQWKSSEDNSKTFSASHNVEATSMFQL
# APJ antag: antagonists of human apelin receptor APJ, primary screen, CHO-K1 cells, beta-arrestin complementation, luminescence | 330,000 compounds, 0.32% hits | inhibition, % at 20 µM | P35414 | AID 2521, 2010;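 active = inhibition above about 40% at 20 µM, limit read from the data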;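 also: cells challenged with 10 nM apelin-13 agonist together with compound; plate controls were apelin-13 plus DMSO wells for no effect and DMSO wells lacking apelin-13 for full effect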
# Gli-Sufu block: Gli-Sufu pathway antagonists, primary screen, luciferase luminescence, Sufu-KO-LIGHT cells, uHTS; AID 588413, 2011; 340,000 compounds, 0.74% hits; Sufu-KO-LIGHT fibroblasts, Gli luciferase reporter luminescence; inhibition, % at 5 µM;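 active = inhibition above about 55%, limit read from the data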;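 also: 0% = DMSO-treated cells and 100% = wells with medium but no cells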
# CCR6 antagonist: CCR6 receptor antagonists, primary screen, cell-based, CHO-K1, luminescence, beta-arrestin, uHTS; 340,000 compounds, 0.49% hits; CHO-K1 CCR6 PathHunter beta-arrestin, CCL20-stimulated; inhibition, % at 20 µM;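 active = compounds whose inhibition of the agonist-driven luminescence signal at 20 µM reaches about 50%, limit read from the data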;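 also: cells stimulated with CCL20 at 14 nM final; plate controls were DMSO with CCL20 for no effect and DMSO without agonist for full effect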
# Target sequence (P51684 whole entry, looked up): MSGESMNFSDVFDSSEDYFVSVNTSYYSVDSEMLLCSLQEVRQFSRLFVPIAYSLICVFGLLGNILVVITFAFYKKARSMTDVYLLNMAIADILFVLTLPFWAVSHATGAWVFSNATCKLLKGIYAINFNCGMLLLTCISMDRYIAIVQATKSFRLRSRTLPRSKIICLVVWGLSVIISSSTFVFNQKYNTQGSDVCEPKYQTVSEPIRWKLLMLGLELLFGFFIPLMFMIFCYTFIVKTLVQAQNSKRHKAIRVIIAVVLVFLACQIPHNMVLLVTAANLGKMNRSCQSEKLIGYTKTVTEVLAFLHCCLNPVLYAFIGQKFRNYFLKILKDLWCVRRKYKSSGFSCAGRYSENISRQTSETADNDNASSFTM
# UBC13 polyUb: UBC13 polyubiquitin chain formation inhibitors, primary screen, biochemical, TR-FRET, uHTS | Ubiquitin-conjugating enzyme E2 N (Homo sapiens), P61088 | inhibition, % at 20 µM | 330,000 compounds, 0.47% hits | AID 485273, 2010; in the data active = inhibition above about 45%, passing the limit was not always enough; inconclusive = no clear call, values can overlap the other calls
# Target sequence (P61088 whole entry, looked up): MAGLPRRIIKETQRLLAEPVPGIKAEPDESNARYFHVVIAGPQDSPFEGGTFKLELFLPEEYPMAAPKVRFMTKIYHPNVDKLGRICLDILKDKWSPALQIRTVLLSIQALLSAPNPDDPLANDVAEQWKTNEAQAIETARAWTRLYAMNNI
# EBI2 block: EBI2 receptor antagonists, beta-arrestin recruitment, primary screen, cell-based, luminescence, 7a,25-OHC stimulation, uHTS; G-protein coupled receptor 183 (Homo sapiens), P32249; 7a,25-OHC stimulated; inhibition, % at 5 µM; 360,000 compounds, 0.81% hits; AID 651636, 2012; in the data active = inhibition above about 38%;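 also: enzyme fragment complementation signal reports receptor beta-arrestin coupling in cells; 0% = agonist plus DMSO wells and 100% = wells without agonist; some results beyond the cut were filed as inactive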
# * = called active by the depositor; u = inconclusive; x = not tested or not shown.
structure,APJ ag,ATG4B inhibitor,CXCR6 inh,APJ antag,Gli-Sufu block,CCR6 antagonist,UBC13 polyUb,EBI2 block
O=C(Nc1ccccc1)N(Cc1ccccc1)Cc1ccccc1,-5,-2,5,11,25,7,11,-3
COc1ccccc1N1CCN(C(=O)Cn2nnc(-c3cccs3)n2)CC1,3,-20,-2,5,0,4,6,-14
Cc1cccc(-c2nnc(SCC#N)n2Cc2ccccc2)c1,-7,-2,5,6,0,9,-1,3
CCC(=O)Nc1nnc(-c2ccc(Cl)s2)o1,-3,4,7,-6,-7,1,-9,-4
O=C(OCC(=O)N1CCCCCC1)c1ccc(F)cc1F,9,-2,8,-8,-7,-3,4,-6
CN(C)S(=O)(=O)c1cccc(NC(=O)COC(=O)/C=C/c2ccc(Br)o2)c1,-1,-10,-7,-3,0,20,-5,8
CCOc1ccc(NC(=O)CSc2ncnc3c2sc2ccccc23)cc1,x,-5,-5,x,-5,7,x,-4
Cc1cc(Oc2ccc3ccccc3c2)nc(SCC(=O)c2ccccc2)n1,-2,-3,-6,3,-2,11,-1,3
COc1ccc(CCN(Cc2cc3ccc(C)cc3n3nnnc23)C(C)=O)cc1OC,-2,2,4,13,5,17,-4,-5
c1ccc(COc2ncnc3c2ncn3CCCNCC2CCCO2)cc1 (stereo unspecified),x,-4,-2,x,6,-4,x,-6
CC(=O)c1cccc(S(=O)(=O)N2CCCC(c3nc4c(nnn4Cc4ccccc4Cl)c(=O)[nH]3)C2)c1 (stereo unspecified),-2,-4,7,11,-3,12,-2,1
Cc1ccc(NC(=S)N2CCSC2c2cccs2)cc1 (stereo unspecified),-1,-5,-4,-16,-16,3,6,1
COc1ccccc1CCC(=O)Nc1ccc(OC)c(S(=O)(=O)N2CCCCC2)c1,-2,-11,0,-2,2,11,-2,11
COc1ccccc1NC(=S)N1CC(C)(C)C1=O,-4,1,5,13,2,13,1,0
CCN(CC)c1ncnc2ccc(Br)cc12,6,1,-5,-7,3,4,41,4
Cc1ccn2cc(-c3ccc(Br)cc3)nc2c1,4,-2,-3,-23,-102,5,-3,13
Cc1ccc(C(=O)NCCc2nnc3ccc(SCC(=O)Nc4ccc(C)cc4C)nn23)cc1,-1,-5,1,-7,7,-10,3,-4
Cc1cc(OC(C)C)c2c(-c3ccccc3)cc(=O)oc2c1,-2,4,-4,-14,2,12,8,18
Cc1cccc(C(=O)OCC(=O)NCC(C)C)c1O,-3,2,-9,-28,3,10,-2,-2
O=S(CCc1ccncc1)Cc1ccccc1 (stereo unspecified),5,-3,-4,9,-9,2,0,-2
C/C(=N\NC(=O)c1c(Br)c(C)nn1C)c1ccc(NC(=O)C(C)Oc2ccc(Cl)cc2C)cc1 (stereo unspecified),6,1,2,2,9,2,-4,14
CCCCOc1ccc(C(=O)N2CCCCCC2)cc1,2,14,1,3,5,11,-8,-3
CCC(C)Sc1ccc(-c2nc3ccc(Cl)cn3c2NCc2ccccc2)cc1 (stereo unspecified),1,14,-3,-1,-63,9,40,44*
CCN(CC)S(=O)(=O)c1cc(NC(=O)C(C)N(C)CC(=O)Nc2c(C)cccc2C)ccc1C (stereo unspecified),-3,0,2,-7,-3,5,1,9
COc1cc(C2N=C(c3ccccc3)NO2)cc(Br)c1O (stereo unspecified),-2,3,-3,16,-5,7,-5,-6
Cc1noc(C)c1-c1nnc(-c2ccc(OC(F)(F)F)cc2)o1,-1,-5,2,-1,-17,10,-3,-8
Cc1ccc(NC(=O)C(C)OC(=O)COc2cccc(C(F)(F)F)c2)cc1 (stereo unspecified),0,-2,-7,-14,-2,11,-4,-4
COc1ccc(C2C(C(C)=O)=C(C)N=c3s/c(=C\c4ccc5c(c4)OCO5)c(=O)n32)c(OC)c1 (stereo unspecified),-5,-18,19,11,6,21,-19,14
COc1ccc(CCNC(=O)C(C)n2nc(C)n3c(cc4occc43)c2=O)cc1OC (stereo unspecified),-5,-8,2,22,4,11,-3,-5
COc1ccc(/C=C\c2onc(C)c2S(=O)(=O)N2CCC(C(=O)NCc3ccco3)CC2)cc1,-3,1,7,2,3,12,-7,14

# Some of the entries above in a different format:
CC(=O)c1cccc(S(=O)(=O)N2CCCC(c3nc4c(nnn4Cc4ccccc4Cl)c(=O)[nH]3)C2)c1 (stereo unspecified)
  APJ ag = -2	ATG4B inhibitor = -4	CXCR6 inh = 7	APJ antag = 11	Gli-Sufu block = -3	CCR6 antagonist = 12	UBC13 polyUb = -2	EBI2 block = 1

Cc1cc(OC(C)C)c2c(-c3ccccc3)cc(=O)oc2c1
  APJ ag = -2	ATG4B inhibitor = 4	CXCR6 inh = -4	APJ antag = -14	Gli-Sufu block = 2	CCR6 antagonist = 12	UBC13 polyUb = 8	EBI2 block = 18

COc1ccccc1NC(=S)N1CC(C)(C)C1=O
  APJ ag = -4	ATG4B inhibitor = 1	CXCR6 inh = 5	APJ antag = 13	Gli-Sufu block = 2	CCR6 antagonist = 13	UBC13 polyUb = 1	EBI2 block = 0

Cc1ccc(C(=O)NCCc2nnc3ccc(SCC(=O)Nc4ccc(C)cc4C)nn23)cc1
  APJ ag = -1	ATG4B inhibitor = -5	CXCR6 inh = 1	APJ antag = -7	Gli-Sufu block = 7	CCR6 antagonist = -10	UBC13 polyUb = 3	EBI2 block = -4

# (listing goes on)
structure,APJ ag,ATG4B inhibitor,CXCR6 inh,APJ antag,Gli-Sufu block,CCR6 antagonist,UBC13 polyUb,EBI2 block
Cn1nc(-c2ccc(NCCO)c([N+](=O)[O-])c2)c2ccccc2c1=O,-2,3,9,15,34,16,-72,-9
Cc1ccccc1-c1n[nH]c(=S)n1/N=C/c1c(C)nn(-c2ccccc2)c1C,-4,1,-7,15,0,-1,-7,-4
CSc1cccc(NC(=O)C2CCCN2S(=O)(=O)c2ccc3c(c2)CCC(=O)N3)c1 (stereo unspecified),-5,-3,-4,0,-6,-4,23,-5
CCOc1ccccc1N(CC(=O)Nc1ccc(OC)c(OC)c1)S(=O)(=O)c1ccccc1,0,-9,7,3,21,8,6,14
CCOC(=O)c1c(NC(C)=O)sc2c1CCC(C=NCCCN(CC)CC)=C2Sc1ccccc1,3,10,14,2,13,49,-4,12
Cn1nnnc1SCC(=O)N1CCOCC1,3,-4,6,-3,-1,-12,-16,0
O=C(NCCN1CCCC1)c1ccc2c(c1)N(Cc1cccc(Cl)c1)C(=O)c1ccccc1S2(=O)=O,15,-1,8,-38,13,19,10,-9
Cc1ccccc1CN1CCN(Cc2cc(=O)c3ccccc3[nH]2)CC1CCO (stereo unspecified),-3,-11,6,-15,20,5,0,-10
CCCC(C)C(=O)Nc1ncc(S(=O)(=O)c2ccc([N+](=O)[O-])cc2)s1 (stereo unspecified),34,1,-13,-175,0,23,-2,-9
Cc1ccc(OCc2ccc(C(=O)Nc3nc4ccccc4n3C)o2)c([N+](=O)[O-])c1,-3,8,-12,-13,-7,12,-23,-7
COc1ccc(NS(=O)(=O)c2ccc(Cl)c(C(=O)O)c2)cc1S(=O)(=O)N1CCCCC1,-1,1,-3,4,-5,2,7,-5
O=C1CCC(=O)N1CC(=O)N1c2ccccc2Sc2ccccc21,0,1,7,18,12,7,2,4
CC(=O)C1=C(C)NC(SCC(=O)c2ccccc2)=C(C#N)C1CC(C)C (stereo unspecified),-3,1,-4,21,4,32,u,5
Cc1cccc(CSc2ncc(CO)n2C)c1,-2,-10,-3,-22,-2,17,15,1
C=CCOc1ccc(C2CC(C)=NN2c2ccccc2)cc1 (stereo unspecified),-3,10,1,4,-4,24,6,8
COc1cc(C(=O)Nc2cnc(NC(=O)C(C)C)cc2C)cc(OC)c1OC,0,-12,-1,13,3,8,-11,1
O=C(Nc1nc(-c2ccccn2)cs1)c1ccc([N+](=O)[O-])o1,2,-9,7,-17,4,11,-25,-8
CCCCn1c2ccc(F)cc2c2nnc(SCCN3CCCCC3)nc21,-2,-13,8,6,19,6,0,57*
CCN(CC)CC(O)COc1ccc2c(c1)c(C(C)=O)c(C)n2-c1ccccc1 (stereo unspecified),-1,-9,4,0,6,10,4,4
Cc1nc2cc(Cl)c(Cl)cc2n1CCCO,-2,-5,5,10,-1,-2,4,6
Fc1cccc(NC(=S)NC2CCCCCCC2)c1,22,23,-12,-9,-3,0,-11,-8
COC(=O)c1ccc(NC(=O)CSc2nnc(-c3ccncc3)n2C)cc1,-2,0,8,-6,-5,-15,1,-8
CN1CCN(S(=O)(=O)c2ccc3c(c2)NC(=O)CS3)CC1,-3,-3,3,-1,-2,4,-4,-3
Cc1[nH][nH]c(=O)c1C(c1ccc(-c2ccc(C(=O)O)cc2)o1)c1c(C)[nH][nH]c1=O,x,-4,-4,x,10,-5,x,18
NC(=O)Nc1cccc2ccccc12,0,-2,6,-3,0,-4,-6,-3
CC1CN(Cc2nc3c(c(=O)n(C)c(=O)n3C)n2CCN2CCOCC2)CC(C)O1 (stereo unspecified),x,-2,-22,x,2,-15,x,3
O=C(CCl)NCCCN(C(=O)C(Cl)Cl)c1ccc([N+](=O)[O-])cc1,0,0,-11,7,49,12,4,-4
O=C(CSc1nc(-c2ccc(F)cc2)nc2c1Cc1ccccc1O2)Nc1ccc(C(=O)O)cc1,x,3,11,x,-21,32,x,-4
O=C1C=C(NCc2ccc(Cl)c(Cl)c2)CC1,-1,-2,-5,25,0,14,7,1
CCCCN(C(=O)CNC(=O)c1cccs1)C(C(=O)NC1CCCC1)c1ccncc1 (stereo unspecified),-4,-9,1,18,-6,13,2,-6
Cc1ccc(NC(=S)N2CCN(c3nccc(C(F)(F)F)n3)CC2)c(C)c1,0,-7,8,17,6,2,-2,-1
CCn1nc(NS(=O)(=O)c2ccc(NC(C)=O)cc2)c2cc3cccc(C)c3nc21,-4,-4,16,16,0,17,-6,5
COc1ccccc1-n1c(N)c(C(N)=O)sc1=S,0,-2,6,11,46,9,-12,10
Cn1c(=O)n(C)c2cc(CN3C(=O)OC(C)(C)C3(C)O)ccc21 (stereo unspecified),-3,-8,-4,5,2,1,-2,-7
O=C(Nc1ccnn1C1CCN(C/C=C/c2ccccc2)CC1)c1ccccc1Cl,-4,-6,4,-8,16,5,4,9
COc1cccc(C2c3[nH]c4ccccc4c3C[C@H]3C(=O)N(c4ccccc4C(=O)N4CCC[C@H]4C(=O)O)C(=O)N23)c1 (stereo partly specified),-2,-20,4,-4,-2,-5,-17,-3
CCOC(=O)CSc1nnc(Cn2nnc(-c3ccccc3)n2)n1C,-3,9,-4,2,3,11,-4,-3
CC(=O)Nc1c([N+](=O)[O-])cc(C)c(Cl)c1[N+](=O)[O-],2,-4,-9,-17,22,-2,-2,-70
Cc1ccc(N=C2NC(=O)C(CC(=O)NCc3ccccc3)S2)cc1C (stereo unspecified),-2,3,5,0,-2,-11,-10,10
Cc1ccccc1OCC(O)CN(CCO)Cc1ccccc1 (stereo unspecified),-3,-6,0,6,2,-1,-16,-1
O=C(Cc1ccc(Cl)c(Cl)c1)Nc1ccccc1N1CCOCC1,-1,2,-1,8,2,11,11,12
Cn1c(-c2ccccc2)cnc1SCC(N)=O,5,-9,-4,0,-2,11,0,-10
O=C(COc1cccc(Cl)c1)Nc1ccc(N2CCOCC2)cc1,-5,-8,-3,6,0,12,1,-13
CCOC(=O)C(C)Oc1cccc2c(=O)n(CC(=O)NCc3ccco3)ccc12 (stereo unspecified),4,-8,-1,9,30,-2,2,-7
CCOc1cc2c(Cl)ncnc2c(OCC)c1OCC,-2,10,-4,-1,-12,4,4,-2
O=C(O)CCn1c(=O)n(CCC(=O)O)c(=O)n(CCC(=O)O)c1=O,0,-9,2,-1,10,17,1,2
